BRCA1 expr up – qHTS Assay to Identify Small Molecule Activators of BRCA1 Expression; MCF7-BRCA1-FFLuc reporter, luminescence, 48 h; response scale: scaled: vehicle 0%, 10 µM genistein 100%; Potency, µM (series often up to 46.1 µM), inactives show top-dose activation, most hits filed as activators; 380,000 compounds, 1.1% hits; note: nearly all actives have a fitted effect of over 80% in size; some results filed as inactive show a strong effect at the top dose
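MCF7 cells carrying a BRCA1-firefly luciferase reporter (2000 cells/well, phenol-red free MEM) were attached for 2 h at 37 °C, then given compounds for 48 h. Luminescence was read 15 min after luciferase reagent; activity normalized to genistein (10 microM) and DMSO.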
NPC1 promoter act – qHTS Assay for NPC1 Promoter Activators. Huh7 NPC1 promoter luciferase reporter, 24 h. Potency, µM (top dose mostly 9.22 µM), for inactives: at the top dose activation, actives largely listed as activators. 320,000 compounds, 2.4% hits. AID 485313, 2010;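 note: % of control where 0% means no effect; nearly all actives have a fitted effect of over 60% in size; reporter is driven by a mutant NPC1 promoter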
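Huh7 reporter cells (NPC1 promoter driving luciferase) are dosed with compound for 24 h at 37 °C, 5% CO2; luciferase detection reagent is then added and luminescence measured after 10 min at ambient temperature.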
Rab9 prom act – qHTS Assay for Rab9 Promoter Activators | Huh7 Rab9 promoter-luciferase reporter, luminescence, 24 h | Potency, µM (highest dose often 9.22 µM), inactives show at the top dose activation, negative = inhibition, usual class: activators | 320,000 compounds, 2.8% hits | AID 485297, 2010; note: % of control where 0% means no effect; nearly all actives have a fitted effect of over 60% in size
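Promoter activation is measured as luciferase luminescence in Huh7 cells stably transfected with a Rab9 promoter–luciferase construct, following 24 h compound exposure at 37 °C and 10 min reagent incubation at ambient temperature.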
MLL CXXC-DNA inh – qHTS Fluorescence Polarization Assay for Inhibitors of MLL CXXC domain - DNA interaction | Histone-lysine N-methyltransferase 2A (Homo sapiens), Q03164 | MLL-CXXC / FITC-HOXA9 DNA fluorescence polarization | Potency, µM (titrated, usually from 115 µM), without a hit: at the highest dose activity change, negative = inhibition, usual class: inhibitors | 290,000 compounds, 0.037% hits | AID 2662, 2010; active = well fitted inhibition curve with a large enough effect in the polarisation, with a control signal flat, not every such curve was filed as active; inconclusive = small, poorly fitted or top-dose-only effect, or effect the other way, or a change in a side signal; inactive = no such curve, though single readings can be large or run the other way; the % refers to the polarisation
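Purified MLL-CXXC (added from a 7 uM solution) was preincubated 5 min at ambient with pinned compounds in 50 mM Tris-HCl pH 7.5, 50 mM NaCl, 1 mM DTT, 0.05% BSA. Fluorescein-labeled HOX-A9 DNA (50 nM solution) followed, 30 min, then polarization read.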
ELG1 genotoxic – qHTS screen for small molecules that induce genotoxicity in human embryonic kidney (HEK293T) cells expressing luciferase-tagged ELG1; 330,000 compounds, 1.3% hits; HEK293T ELG1-luciferase reporter, luminescence, 16 h; Potency, µM (series often up to 46 µM), without a hit: at the highest dose activity change, positive = activation, usual class: activators; note: % of control where 0% means no effect; nearly all actives have a fitted effect of over 60% in size
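Genotoxicity was scored as increased ELG1-luciferase reporter signal, measured by ONE-Glo luminescence (30 min, room temperature). Compound or vehicle exposure of the HEK293T reporter cells lasted 16 hr at 37°C.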
p53 reactivator – qHTS assay for re-activators of p53 using a Luc reporter | Potency, µM (series often up to 92.2 µM), inactives show at the top dose activity change, positive = activation, hits mostly activators | 320,000 compounds, 0.063% hits | H1299 p53-A138V BP100-luciferase reporter, luminescence, 24 h | AID 504706, 2011; note: % of control where 0% means no effect; nearly all actives have a fitted effect of over 45% in size
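p53-null H1299 cells stably carrying temperature-sensitive p53-A138V and a BP100-luciferase reporter were pinned with compounds (4-point, 1:5 series) and held 24 hrs at 37 deg C. Luminescence was read 10 min after detection reagent.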
RORg inh – qHTS for inhibitors of ROR gamma transcriptional activity; Drosophila S2 Gal4-RORgamma UAS-luciferase reporter, 20 h; Nuclear receptor ROR-gamma (Mus musculus), P51450; Potency, µM (highest dose often 53.6 µM), without a hit: at the highest dose activity change, negative = inhibition, most hits filed as inhibitors; 310,000 compounds, 5.4% hits; note: % is set by controls: 0 for no effect and ±100 for the full control effect; nearly all actives have a fitted effect of over 60% in size
Target sequence (P51450 whole entry, looked up, the tested form may be a part): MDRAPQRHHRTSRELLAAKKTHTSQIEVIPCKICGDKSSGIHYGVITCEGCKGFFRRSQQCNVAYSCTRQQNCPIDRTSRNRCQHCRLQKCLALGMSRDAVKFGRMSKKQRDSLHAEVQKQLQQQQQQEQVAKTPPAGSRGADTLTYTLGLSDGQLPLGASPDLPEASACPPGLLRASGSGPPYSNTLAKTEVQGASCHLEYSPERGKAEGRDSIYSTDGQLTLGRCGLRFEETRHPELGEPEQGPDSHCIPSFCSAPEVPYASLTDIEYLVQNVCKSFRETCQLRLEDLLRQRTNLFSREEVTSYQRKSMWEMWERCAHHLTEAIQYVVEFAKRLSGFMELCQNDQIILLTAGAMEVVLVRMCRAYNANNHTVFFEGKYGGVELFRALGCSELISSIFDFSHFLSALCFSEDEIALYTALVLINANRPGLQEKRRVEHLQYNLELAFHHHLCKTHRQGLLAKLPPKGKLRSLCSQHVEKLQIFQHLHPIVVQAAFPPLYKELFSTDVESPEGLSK
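Luminescence from a UAS-regulated Photinus luciferase reporter in stably transfected Drosophila Schneider cells is measured; decreased signal marks ROR gamma inhibition. Fusion expression is induced by 700 uM copper sulfate for 20 hr.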
FLuc counter – qHTS profiling assay for firefly luciferase inhibitor/activator using purifed enzyme and Km concentrations of substrates (counterscreen for miR-21 project). Luciferin 4-monooxygenase (Photinus pyralis), P08659. Potency, µM (doses to about 57.5 µM), for the others: at the highest dose activity change, negative = inhibition, actives largely listed as inhibitors. AID 588342, 2011. 360,000 compounds, 6.9% hits. purified FLuc, Km substrates, luminescence inhibition;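 note: plate controls were vehicle for no effect and reference inhibitor for full effect; nearly all actives have a fitted effect of over 55% in size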
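Purified P. pyralis luciferase (10nM final) with 10uM D-luciferin and 10uM ATP (Km levels) in 50mM Tris acetate pH 7.5, 10mM Mg acetate, 0.01% Tween-20, 0.05% BSA; qHTS 6-point titration, ~60 µM downward; luminescence read.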
VP16 counter – VP16 counterscreen qHTS for inhibitors of ROR gamma transcriptional activity. Drosophila S2 Gal4-VP16 UAS-luciferase, luminescence, 20 h. Potency, µM (highest dose often 53.6 µM), without a hit: at the top dose activity, negative = inhibition, actives largely listed as inhibitors. 310,000 compounds, 3.5% hits;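 note: Gal4-VP16 expression switched on by copper sulfate through the metallothionein promoter; % is set by controls: 0 for no effect and ±100 for the full control effect; nearly all actives have a fitted effect of over 50% in size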
MBNL1 CUG block – qHTS Assay for Inhibitors of MBNL1-poly(CUG) RNA binding. Muscleblind-like protein 1 (Homo sapiens), Q9NR56. TR-FRET MBNL1-His/biotin-(CUG)12 binding, 665/545 ratio. Potency, µM (doses to about 57.5 µM), for inactives: at the top dose activity change, negative = inhibition, usual class: inhibitors. 280,000 compounds, 0.036% hits. AID 2675, 2010; active = well fitted inhibition curve with a large enough effect in the signal ratio, with a control signal flat, not every such curve was filed as active; inconclusive = small, poorly fitted or top-dose-only effect, or effect the other way, or a change in a side signal; inactive = no such curve, though single readings can be large or run the other way; the % refers to the signal ratio; note: % is set by controls: 0 for no effect and ±100 for the full control effect
Target sequence (Q9NR56 whole entry, looked up): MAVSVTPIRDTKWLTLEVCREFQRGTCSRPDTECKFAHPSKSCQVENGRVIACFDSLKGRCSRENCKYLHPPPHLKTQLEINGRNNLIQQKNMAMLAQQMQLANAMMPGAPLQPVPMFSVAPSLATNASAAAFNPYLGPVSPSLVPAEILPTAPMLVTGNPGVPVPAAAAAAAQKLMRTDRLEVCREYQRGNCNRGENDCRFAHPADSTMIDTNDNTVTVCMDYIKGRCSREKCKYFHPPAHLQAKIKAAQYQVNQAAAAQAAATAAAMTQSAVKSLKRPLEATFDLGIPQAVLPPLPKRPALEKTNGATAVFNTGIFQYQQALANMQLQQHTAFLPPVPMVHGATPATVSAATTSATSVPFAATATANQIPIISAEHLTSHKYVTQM
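TR-FRET readout: Ex 340 nm, 665/545 nm emission ratio, normalized to buffer-only (basal) and MBNL1-(CUG)12 controls. Complex of MBNL1-His with Biotin-(CUG)12, compounds 92 nM–58 uM, incubated 60 min at room temperature.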
uPA generation – qHTS for Inhibitors of Cell Surface uPA Generation; cell surface uPA generation assay, qHTS; Potency, µM (top dose mostly 38.3 µM), for inactives: at the highest dose activity change, negative = inhibition, most hits filed as inhibitors; 330,000 compounds, 0.31% hits; AID 540303, 2011; active = well fitted inhibition curve with a large enough effect; inconclusive = small, poorly fitted or top-dose-only effect; inactive = no such curve, though single readings can be large or run the other way; tested in mouse RAW 264.7 cells; note: % is set by controls: 0 for no effect and ±100 for the full control effect; nearly all actives have a fitted effect of over 55% in size
Active calls of the source: *; ? = inconclusive; / = no result given; [ ] = another dose, or the depositor's remark. Unless noted, calls come from the whole dose curve; as a rule, active = well fitted curve in the direction sought with a large enough effect; inconclusive = small, poorly fitted or top-dose-only effect, or another doubt; inactive = no such curve, though single readings can be large; an effect the other way counts as inactive or inconclusive. Potency is the fitted concentration of half-maximal effect. The list is partial, so the mix of outcomes need not match the whole.

SMILES	BRCA1 expr up	NPC1 promoter act	Rab9 prom act	MLL CXXC-DNA inh	ELG1 genotoxic	p53 reactivator	RORg inh	FLuc counter	VP16 counter	MBNL1 CUG block	uPA generation
COC(=O)c1ccc(OCCn2cnc3ccccc3c2=O)cc1	79%	28%	19%	0%	?	7%	18%	?	-2%	-3%	/
Cc1ccc(C2=CC(=O)C[C@H](c3ccc(Cl)cc3)C2)cc1	-3%	-5%	0%	/	0%	2%	/	-8%	/	/	14%
CCc1ccccc1NC(=O)NC1CCCCCCC1	6%	-2%	-1%	4%	-2%	-8%	19%	-12%	3%	-2%	3%
Cc1cc(C(=O)N(C)Cc2ccc(Br)cc2)no1	-7%	-2%	0%	9%	-2%	1%	23%	3%	5%	-4%	-1%
COc1cc(CNC2CCCCCCC2)cc(Cl)c1OCC(N)=O	-4%	-3%	5%	1%	-3%	5%	-7%	-3%	6%	-6%	-13%
CC1CCCCC1NC(=O)COC(=O)c1ccc(N(C)C)cc1 (configuration not stated)	-9%	0%	-3%	2%	-1%	12%	28%	2%	2%	0%	1%
Cc1ccc(-c2csc(N3CCN(c4cc5c(cc4Cl)nc(C)n5CCN4CCCCC4)CC3)n2)cc1	-13%	3%	-2%	14%	-4%	/	11µM*	4%	?	8%	-3%
CCCn1c(C)cc(C(=O)COc2ccc(S(=O)(=O)N(CC)CC)cc2[N+](=O)[O-])c1C	-26%	9%	1%	?	-3%	0%	24%	-8%	-6%	/	-4%
Cc1cc(=O)oc2c(C)c(OCC(=O)NC3CCN(Cc4ccccc4)CC3)ccc12	23%	-8%	1%	-3%	-1%[9.26 µM]	1%	4%	1%	0%	0%	-1%
O=C(CN1CCc2cc3c(cc2C1)OCCCO3)Nc1cccc([N+](=O)[O-])c1	5%	0%	4%	5%	-1%	-6%	11%	2%	7%	?	1%
CCOc1cc(N2CCOCC2)c(OCC)cc1NC(=O)CSc1nc(N)cc(=O)[nH]1	7%	0%	-6%	/	-1%	-13%	/	3%	/	/	19%
CC(C)C(=O)Nc1ccc(NC(=O)CCc2ccccc2)cn1	1%	0%	-6%	-4%	1%	4%	0%	7%	5%	1%	2%
CCc1nnc(SCC(=O)Nc2ccc(F)cc2)o1	-5%	0%	4%	2%	5%	3%	1%	3%	-4%	0%	6%
O=c1[nH]c(SCc2ccccc2[N+](=O)[O-])nc2nc[nH]c12	-11%	-1%	-6%	-10%	5%	1%	0%	-3%	3%	?	-1%
CCOc1ccc(NC(=O)COc2coc(CN3CCc4ccccc4C3)cc2=O)cc1	-18%	4%	-7%	/	1%	1%	/	1%	/	/	-8%
C=C[C@@H]1c2ccccc2N(S(=O)(=O)c2ccc(C)cc2)[C@H](c2ccc(C(F)(F)F)cc2)C1(C#N)C#N	-25%	0%	-3%	/	0%	2%	/	3%	/	/	28%
COc1ccccc1CNC(=O)[C@H](C)N1C(=O)N2CCc3c([nH]c4ccccc34)[C@@]2(C)C1=O	-21%	-8%	2%	1%	-2%	6%	39%	2%	-3%	-5%	-8%
c1ccc2oc(NC3=NCN(CC4CCCO4)CN3)nc2c1 (configuration not stated)	91%	?	4µM*	-6%	10µM*	?	0%	17µM*	8%	3%	-1%
Cc1ccnc(NC(=O)C2CCCN(c3ncnc4c3nc3n4CCCCC3)C2)c1 (configuration not stated)	9%	-1%	-1%	10%	-7%	-5%	18%	-3%	-1%	-6%	5%
CC(C)C[C@@H](CO)N1CCN(CCc2ccccc2)CCC1=O	-2%	0%	1%	-4%	3%	/	12%	5%	1%	-6%	-7%
Cc1c(CNC(=O)c2cnn3c2NC(c2ccc(Br)cc2)CC3C(F)(F)F)cnn1C (configuration not stated)	-20%	2%	-2%	0%	0%	-2%	?	1%	?	-1%	16%
CCOc1ccc(CNCc2ccc(C(=O)O)cc2)cc1OC	-9%	-1%	-3%	1%	1%	10%	0%	-1%	0%	-8%	6%
O=C(NCCc1ccccc1)c1ccc(NCC2CCCO2)c([N+](=O)[O-])c1 (configuration not stated)	?	?	?	17%	?	?	?	?	4%[10 µM]	?	-8%
O=C(CSc1n[nH]c(-c2cccs2)n1)N1CCN(S(=O)(=O)c2ccc3ccccc3c2)CC1	-55%	2%	14%	19%	-5%	2%	31%	2%	-1%	7%	-8%
COc1ccc2cc3c(N)nn(C(=O)c4cccc([N+](=O)[O-])c4)c3nc2c1	-6%	12%	6%	33%[activator]	-9%	-6%	17%	4%	-7%	3%	1%

Part of the list above, reduced to RORg inh and MLL CXXC-DNA inh:
compound	RORg inh	MLL CXXC-DNA inh
O=C(CSc1n[nH]c(-c2cccs2)n1)N1CCN(S(=O)(=O)c2ccc3ccccc3c2)CC1	31%	19%
Cc1ccnc(NC(=O)C2CCCN(c3ncnc4c3nc3n4CCCCC3)C2)c1 (configuration not stated)	18%	10%

(listing goes on)
SMILES	BRCA1 expr up	NPC1 promoter act	Rab9 prom act	MLL CXXC-DNA inh	ELG1 genotoxic	p53 reactivator	RORg inh	FLuc counter	VP16 counter	MBNL1 CUG block	uPA generation
COc1ccc(N(CC(=O)NCc2ccccc2)S(C)(=O)=O)cc1	65%	8%	5%	5%	-4%	-1%	-3%	-6%	-18%	?	0%
CC(Sc1nc(N)cc(=O)[nH]1)C(=O)NNC(=O)c1cccc(Cl)c1 (configuration not stated)	12%	-3%	-2%	/	-1%	?	/	-1%	/	/	12%
CC(C)CCC(C(=O)O)C(C)CC(=O)Nc1ccn(-c2ccccc2)n1 (configuration not stated)	-4%	-6%	2%	-12%	0%	-3%	18%	-9%	-16%	4%	-8%
CCCN1C(=O)/C(=C\C=C2/C=CN(CC)c3ccccc32)SC1=S	-17%	0%	0%	-9%	1%	-3%	-7%	-11%	-14%	?	-2%
O=c1cnnc(SCCc2ccccc2)[nH]1	21%	-4%	?	-2%	-1%	-7%	-6%	-1%	-2%	2%	4%
CCOc1cc(/C=C2\SC(=S)N(NC(=O)c3cccnc3)C2=O)ccc1O	-12%	0%	-2%	90%[activator]	0%	-4%	-1%	27µM*	-12%	?	-5%
O=C(NCCc1ccccn1)C(F)(F)C(F)(F)C(F)(F)C(F)(F)C(F)(F)C(F)(F)C(F)(F)C(F)F	-8%	0%	-8%	-1%	0%	-5%	-7%	-1%	0%	-11%	1%
Brc1ccc(CSc2ccc3nnc(-c4cccnc4)n3n2)cc1	-51%	-6%	-10%	14%	12%	-3%	6%	3%	-10%	6%	-7%
COc1ccc(Cc2c(Cl)ncnc2Cl)cc1	-47%	0%	-4%	4%	0%	1%	-16%	1%	-12%	7%	-8%
CC(C(=O)NCc1ccc2c(c1)OCO2)c1ccc([N+](=O)[O-])cc1 (configuration not stated)	0%	-1%	-8%	-5%	-4%	6%	6%	-1%	-2%	?	-1%
COc1cccc(C(=O)Nc2cccnc2)c1	-2%	13%	5%	26%	26%	19%	-31%	-18%	1%	-6%	1%
CN1CCN(NC(=O)c2cn(-c3ccccc3)nc2-c2cccs2)CC1	20%	0%	3%	-21%	2%	-1%	14%	?	2%	-6%	-4%
Cc1nnc(SCC(=O)Nc2ccc([N+](=O)[O-])cc2)n1CC1CCCO1 (configuration not stated)	-11%	-2%	0%	-4%	?	3%	-3%	1%	-3%	?	1%
CNc1nc2c(c(=O)[nH]c(=O)n2C)n1CCOC	/	-2%	11%	-1%	-1%	-12%	-9%	0%	-3%	-4%	/
Cc1ccc(NC(=O)c2cc(=O)[nH]c3ccc(S(=O)(=O)N4CCOCC4)cc23)cc1	-24%	2%	-2%	/	-3%	16%	/	3%	/	/	0%
CCc1c(C)sc(NC(=O)c2cccs2)c1C#N	5%	?	?	27%	?	24%	4%	7.6µM*	-4%	/	-5%
COc1cc(COCC(O)CN2CCN(Cc3ccc4c(c3)OCO4)CC2)cc(OC)c1OC (configuration not stated)	-12%	-2%	1%	0%	-6%	-3%	-38%	2%	-8%	0%	0%

From PubChem BioAssay
